GSIS activator – GLuc luminescence reporter in INS-1E cells, primary screen for activators of glucose-dependent secretion of insulin. INS-1E GLuc reporter insulin secretion, 2-3 h. activation, % at 16.6 µM. actives 0.61% (n = 370,000);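 active = lowest replicate activation of at least 40%, so every replicate reaches that level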;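 also: 0% = median of neutral control wells and 100% = median of IBMX positive control wells; some compounds called inactive have numbers as strong as hits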
CFTR F508del cor – correctors of CFTR F508del function in bronchial epithelial cells; CFBE cells, YFP halide quenching; stimulated with forskolin plus potentiator P3; % fluorescence drop versus neutral controls; activity (quench increase), % at 7.58 µM; actives 0.36% (n = 350,000); AID 720511;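 active = mean added fluorescence quench of at least 8% versus neutral control, with both replicates also reaching 8%; inconclusive = only one of the mean or replicate conditions met; inactive = mean below 8% and not both replicates reaching 8%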;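 also: cells transiently co-express mutant CFTR-F508del with the halide-sensitive YFP; corrector assay measuring rescue of mutant channel to the surface after 24 h compound exposure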
Statin myotox sup – protects C2C12 myotubes from simvastatin toxicity | rescue of ATP level, % at 7.49 µM | actives 0.78% (n = 330,000) | ATP luminescence, 48 h; scaled: DMSO 0, geranylgeraniol control 100;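 active = mean ATP rescue above about 67%, or every replicate alone reaching that limit, limit read from the data, passing the limit was not always enough; inconclusive = no clear call, values can overlap the other calls; inactive = mean under the limit and some replicate under it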;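 also: myotubes were challenged with 10 µM simvastatin during compound exposure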
Cneo AK release – Cryptococcus neoformans lysis via adenylate kinase release; C. neoformans lysis, adenylate kinase release luminescence, 4 h; normalised: neutral wells 0, clomiphene wells 100; lysis activity, % at 15 µM; actives 0.2% (n = 360,000); AID 651654;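 active = mean lysis activity across replicates of at least 80%, whatever share of replicates individually reach that level; inactive = mean lysis activity below 80%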
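Assay system: log-phase C. neoformans yeast / Quantity: yeast cell density of 5 × 10^6 cells/mL / Medium: fresh YPD growth medium / Compound: single dose / Timing: static 4 h at 37 °C with compound, 1 h detection / Measured by: adenylate kinase release luminescence / Read-out: lysis from increased AK signal / Benchmarks: Clomiphene as positive lysis control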
PGC1a acetyl inh – modulators of PGC1a acetylation; actives 0.17% (n = 350,000); AID 651687; U2OS PGC1a acetylation, AlphaScreen anti-acetyl-lysine; with virally co-expressed GCN5 acetyltransferase; inhibition, % at 15.6 µM;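 active = every replicate shows inhibition of at least 40%; inconclusive = mean inhibition at least 40% but some replicate below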;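 also: 0% = neutral control wells and 100% = positive control wells; some results beyond the cut were filed as inactive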
miR122 inh – blocks miR-122 activity in Huh7 sensor cells. actives 0.3% (n = 340,000). Huh7 miR-122 Renilla luciferase sensor, 48 h; neutral wells = 0, positive control = 100. activation (reporter increase), % at 12.5 µM;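 active = mean replicate activation score at least 90 and every replicate individually at or above 90; inconclusive = only one of the two criteria met; inactive = neither criterion met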;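 also: higher luciferase means less miR-122 activity so hits act as miR-122 inhibitors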
FN deposition inh – fibronectin deposition inhibition; AH1F fibroblasts, Alexa488-fibronectin deposition fluorescence, overnight; inhibition, % at 12.6 µM; actives 0.086% (n = 350,000);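 active = mean inhibition across replicates of 30% or more, regardless of how many single replicates reach that level; inconclusive = mean under 30% yet at least half of replicates reach 30%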;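 also: positive control wells lacked labelled fibronectin entirely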
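test system = AH1F fibroblasts assembling fluorescent fibronectin matrix | quantity = 10000 AH1F cells per well | buffer or medium = DMEM plus 2% serum, read in PBS | doses = single dose, pinned | incubation = 1 h cell attachment, overnight exposure to compound and label | detection = fluorescence at 485 nm excitation, 525 nm emission | read-out basis = inhibition from reduced deposited-fibronectin fluorescence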
PglD inh – blocks C. jejuni PglD acetyltransferase activity | purified PglD enzyme, DTNB colorimetric CoA detection | inhibition, % at 12.5 µM | actives 0.098% (n = 360,000) | AID 602405; in the data active = inhibition above about 16%, passing the limit was not always enough; inconclusive = no clear call, values can overlap the other calls; also: strong numbers were not always called active
* hit, by the source's call; u = inconclusive; x = not tested or not shown; & = joins results of further samples; [ ] = another dose, or the depositor's remark. The order is random. About 2.1% of those tested had a hit in this group.

SMILES	GSIS activator	CFTR F508del cor	Statin myotox sup	Cneo AK release	PGC1a acetyl inh	miR122 inh	FN deposition inh	PglD inh
COc1ccc(/C=N\NC(=O)c2cccc(F)c2)cc1COc1ccccc1	2	5.9	-36	x	-8	57	2	x
CCCCN1C=C(C(C)=O)C(=O)CC1	-4	0.8	-4	1	6	0	1	-2
O=C(/C=C/c1ccccc1)Nc1cc(C(=O)O)cc(C(=O)O)c1	13	-1.9	x	0	0	-8	5	3
O=C1NC(=Nc2ccccc2Cl)S/C1=C\c1ccc(C(=O)O)cc1	61	-0.1	0	1	x	-2	1	-3
O=C(c1ccccc1Cc1ccccc1)N1CCN(S(=O)(=O)c2ccc(F)cc2)CC1	-15	1.2	1	4	8	1	2	-5
CO[C@@H]1CN(C)C(=O)c2cc(NS(C)(=O)=O)ccc2OC[C@H](C)N(C(=O)C2CCCCC2)C[C@@H]1C	-7	-3.7	3	0	x	-2[16.7 µM]	-11	-1
CCOc1c(S(=O)(=O)N2CCCC2)ccc(Cl)c1Cl	x	x	122*	1	-5	-2	x	-3
CC1CCc2c(cnc3ncnn23)C1 (stereo not given)	7	-1.5	x	9	2	3	-7	-5
COc1cc(/C=N/NC(=O)CCc2c(C)n[nH]c2C)ccc1O	x	x	10	3	11	-4	-5	-5
COc1cccc(-c2ccc3c(c2)O[C@@H](CN(C)C(=O)C2CC2)[C@H](C)CN([C@H](C)CO)S3(=O)=O)c1	-12	1.4	6	1	-13	-7[16.7 µM]	x	-2

2 entries drawn at random from the list so far:
SMILES	GSIS activator	CFTR F508del cor	Statin myotox sup	Cneo AK release	PGC1a acetyl inh	miR122 inh	FN deposition inh	PglD inh
O=C(/C=C/c1ccccc1)Nc1cc(C(=O)O)cc(C(=O)O)c1	13	-1.9	x	0	0	-8	5	3
O=C(c1ccccc1Cc1ccccc1)N1CCN(S(=O)(=O)c2ccc(F)cc2)CC1	-15	1.2	1	4	8	1	2	-5

The listing continues:
SMILES	GSIS activator	CFTR F508del cor	Statin myotox sup	Cneo AK release	PGC1a acetyl inh	miR122 inh	FN deposition inh	PglD inh
CN(Cc1ccon1)C(=O)CC1C(=O)NCCN1Cc1ccc(Cl)c(F)c1 (stereo not given)	-15	-0.8	-1	2	x	-3	-17	5
O=C1CCc2cc(S(=O)(=O)NCCc3ccc(Cl)cc3)cc3c2N1CC3	18	-1.7	-1	-2	x	x	1	-5
C[C@H]1CN([C@@H](C)CO)C(=O)c2cc(NC(=O)NC3CCCCC3)ccc2O[C@H]1CN(C)Cc1ccncc1	3	1.7	6	-9	7	20[16.7 µM]	1	2
CCOC(=O)c1cnc(SCc2cccc(C)c2)nc1N	x	x	x	0	18	2	-4	2
COc1cc(OC)cc(C(=O)N(Cc2nc(-c3cccc(C)c3)no2)C(C)C)c1	x	x	x	0	-21	-3	x	-4
O=C(CCc1ccc(O)cc1)N/N=C/c1coc2ccccc2c1=O	-5	-1.7	x	2	1	8	1	6
Cc1ccc(-c2cc(C(=O)N3CCCCCC3)no2)cc1	-10	-4.6	-5	-7	-2	-1	-1	2
CC(=O)N1CC[C@H]2[C@H](CO)Nc3ccc(-c4ccc(F)cc4)cc3[C@H]21	-9	-1.6	3	7	10	-3[16.7 µM]	3	3
CCC(C)CN1CCC(CO)(Cc2ccccc2Cl)CC1 (stereo not given)	-23	0.4	-2	-3	8	-2	x	-3
O=C(CSc1ccc(F)cc1)Nc1ccc2c(c1)C(=O)NC2=O	-16	-0.7	6	2	5	-10	-1	4

Part of the list above, as comma-separated lines.
SMILES,GSIS activator,CFTR F508del cor,Statin myotox sup,Cneo AK release,PGC1a acetyl inh,miR122 inh,FN deposition inh,PglD inh
CCOC(=O)c1cnc(SCc2cccc(C)c2)nc1N,x,x,x,0,18,2,-4,2
COc1cc(OC)cc(C(=O)N(Cc2nc(-c3cccc(C)c3)no2)C(C)C)c1,x,x,x,0,-21,-3,x,-4

(further entries)
SMILES	GSIS activator	CFTR F508del cor	Statin myotox sup	Cneo AK release	PGC1a acetyl inh	miR122 inh	FN deposition inh	PglD inh
COc1ccc(-c2cn(CC[C@H]3CC[C@H](NC(=O)NC(C)C)[C@H](CO)O3)nn2)cc1	0	-2.5	-4	-2	2	x	4	-1
O=C(NCC[C@H]1CC[C@H](NC(=O)c2ccc3c(c2)OCO3)[C@@H](CO)O1)Nc1ccc(Cl)cc1	-3	0.3	-2	46	1	x	-17	0
O=C(Cn1cnc(S(=O)(=O)N2CCOCC2)c1)Nc1ccc(OC(F)(F)F)cc1	19	-1.0	10	0	-3	-10	4	-1
COc1ccc(N(C(=O)c2ccccc2)S(=O)(=O)c2cccs2)cc1	7	x	8	-1	-7	7	x	3
CCOC(=O)c1cnc(Nc2nc3ccccc3o2)nc1CSc1nnc(C)s1	x	x	-11	-2	1	x	0	-2
COc1ccc(/C=C2\SC(=S)N(CCCC(=O)Nc3ccc(O)cc3)C2=O)cc1	-17	-0.3	6	4	-3	5	2	-1
CNCc1ccccc1OCC(=O)Nc1ccccc1OC	-3	x	-7	-3	-1	-4	-3	-4
CC1CCCCC1NC(=O)CCNS(=O)(=O)c1ccc2c(c1)CCC(=O)N2 (stereo not given)	7	2.0	1	0	5	0	-8	0
COc1ccc(C(C)=O)cc1CC(=O)N(Cc1ccccc1)c1ccccc1	-6	-0.2	21	1	-8	-8	-7	4
CSc1ccc(CN2CCC2(C)C(=O)NCc2cccc(C(F)(F)F)c2)cc1 (stereo not given)	-23	4.1	0	-1	x	-42	x	6
CCCCN(C(=O)C(C)N1C(=O)c2ccccc2C1=O)c1c(N)n(CCCC)c(=O)[nH]c1=O (stereo not given)	-4	0.9	0	-1	6	-7	-2	-2
COC(=O)C1C(C(=O)OC)C1(c1ccccc1)c1ccccc1 (stereo not given)	5	0.3	10	-1	x	-5	13	-3
O=C(Nc1ccc2c(c1)OCCO2)N1CCN(c2ccc(F)cc2)CC1	x	x	24	-1	-48	-6	-1	0
COc1ccc(-c2c(C3=CCCCC3)oc3ccc(-c4ccc5c(c4)OCO5)cc23)cn1	-3	-1.0	-6	0	x	x	-9	5
CC1CCN(c2nc3c(c(=O)[nH]c(=O)n3C)n2CC(C)CSc2nnnn2-c2ccccc2)CC1 (stereo not given)	-19	x	x	-1	x	-1	9	-4
CCc1nnc(NC(=O)c2nc3nccc(C)n3n2)s1	x	x	-1	-1	-4	-2	2	-3
N/C(CCCN1CCCCC1)=N/O	x	x	6	5	7	-19	x	-1
C[C@@H]1CN([C@H](C)CO)C(=O)Cc2cc(NC(=O)CCN3CCOCC3)ccc2O[C@H]1CN(C)Cc1ccc2c(c1)OCO2	3	0.3	-16	52	4	31[16.7 µM]	x	6
CC(C)NC(=O)Nc1ccc2c(c1)C(=O)N([C@H](C)CO)C[C@H](C)[C@H](CN(C)C(=O)Cc1ccccc1)OCCCC[C@@H](C)O2	43	0.1	x	0	9	0[16.7 µM]	-3	1
C[C@H](CO)N1C[C@H](C)[C@@H](CN(C)Cc2ccccc2)Oc2cc(Br)ccc2S1(=O)=O	-6	-4.6	-70	2	-42	-4[16.7 µM]	x	0
CCOC(=O)Cc1csc(NC(=O)/C=C\c2ccccc2Cl)n1	-25	-1.8	x	x	6	-3	-19	x
COc1cccc(N2CCN(C(=O)CCC(=O)N3CCOc4ccc(C)cc43)CC2)c1	-4	2.0	14	3	-11	14	9	10
O=C(NNc1ccccc1)Nc1ccccc1F	12	-0.9	12	x	x	-2	3	x
O=C(/C=C/[C@H]1O[C@@H](n2ccc(=O)[nH]c2=O)[C@H](O)[C@@H]1O)NCc1ccc2c(c1)OCO2	-7	-2.6	3	3	15	0	3	3
COc1ccc(CN(C)C(=O)C2CSC3(C)CCC(=O)N23)cc1OC (stereo not given)	16	1.9	-1	0	-7	-7	-12	-4
Cc1cccc(-n2ncc3c(Nc4c(C)n(C)n(-c5ccccc5)c4=O)ncnc32)c1	-14	1.0	x	-1	-7	-3	x	-5
CCCC#Cc1cnc2c(c1)C(=O)N([C@H](C)CO)C[C@H](C)[C@H](CN(C)C(=O)C1CCC1)O2	6	1.9	14	0	4	24[16.7 µM]	x	0
C[C@@H]1CN([C@@H](C)CO)C(=O)c2cccc(NC(=O)Nc3ccc(C(F)(F)F)cc3)c2O[C@@H]1CN(C)S(=O)(=O)c1ccccc1	-10	-0.6	1	x	17	1[16.7 µM]	x	x
Cc1c(NS(=O)(=O)c2ccc3c(c2)NC(=O)CC(=O)N3)cccc1[N+](=O)[O-]	2	-0.4	2	x	1	-1	-4	x
CCC(=O)Nc1ccc(C(=O)CN2C(=O)NC3(CCOc4ccccc43)C2=O)cc1 (stereo not given)	x	-2.5	6	3	0	-2	3	0
O=C(NCCN1CCCCC1)[C@H]1N[C@H]2c3ccc(-c4ccncc4)c(=O)n3C[C@H]2[C@@H]1CO	16	1.1	-11	98*	x	10[16.7 µM]	x	-1
Cc1ccc(S(=O)(=O)NCCN2CCOCC2)c(C)c1C	3	-0.6	3	2	0	u	-11	0
COc1ccc(N=C2SC(C(=O)Nc3ccc4c(c3)OCO4)CC(=O)N2C)cc1 (stereo not given)	8	-2.3	3	0&-1	2&-4	-7&-1	-1	4&-5
COC(=O)c1ccc(NS(=O)(=O)NC(=O)c2cn(C)c3ccccc23)cc1	15	0.0	11	-2	x	-7	1	-7
O=C(CN1C(=O)c2cccnc2Oc2ccc(Cl)cc21)N1CCCC1	-3	4.8	17	-3	2	0	-3	0
O=C(CSCC(=O)N1CCN(c2ccccc2)CC1)Nc1nc(-c2ccc(Cl)s2)cs1	x	4.1	7	1	8	-3	-10	-5
CCC(C)[C@H](NS(=O)(=O)c1ccc(C)cc1)C(=O)N1CCC(C(=O)N[C@@H](Cc2ccccc2)C(=O)O)CC1 (stereo not given in full)	-7	0.3	8	0	x	x	-3	-7
Cc1ccc(C)c(N(CC(=O)NC(C)(C)C)C(=O)CCC(=O)Nc2nccs2)c1	-1	3.2	4	-1	13	-7	-2	1
CC1CCC2(CC1)NC(=O)N(CC(=O)NC(=O)Nc1ccc3c(c1)OCCO3)C2=O (stereo not given)	16	1.1	-15	0	8	5	3	5
CCS(=O)(=O)c1ccc(C(=O)Nc2ccccc2OC)c(Cl)c1Cl	11	-2.7	x	x	-11	x	-4	x
CCNC(=O)C[C@@H]1CC[C@@H](NS(=O)(=O)c2ccc(F)cc2)[C@H](CO)O1	-2	-0.1	-5	1	4	x	5	-2
CCOc1ccsc1C(=O)NNC(=O)c1ccco1	-6	-0.1	3	1	x	x	x	17
Cc1ccc(OCc2ccc(C(=O)NNC(=S)NCC3CCCO3)o2)c([N+](=O)[O-])c1 (stereo not given)	2	-0.9	-3	2	-1	-5	10	2
CCCCC[C@@H]1[C@H]2[C@H]3C(=O)N(c4ccccc4)C(=O)[C@H]3CC(=O)[C@H]2[C@H](c2ccccc2)N1S(=O)(=O)c1ccc(C)cc1	-21	-3.7	2	2	7	-1	x	6
C[C@@H]([C@H](O)c1ccccc1)N(C)C(=S)Nc1ccccc1	13	-3.0	13	2	x	-2	-4	4
O=C(NNC(=O)c1csc(-c2cccnc2)n1)c1ccccc1	4	-3.0	-1	1	3	x	-2	4
CC(C)C(OC(=O)c1ccco1)C(=O)NCc1ccccc1 (stereo not given)	x	x	9	-1	-6	-13	-4	3

Assay outcomes: PubChem, Broad Institute
